Screens deposited in PubChem by several laboratories.
KCNK9 block: KCNK9 potassium channel inhibitors, primary screen, HEK293 cells, thallium flux. FluxOR thallium flux fluorescence; hits give low values. Potassium channel subfamily K member 9 (Homo sapiens), Q9NPC2. B-score at 10 µM. 310,000 compounds, 1.2% hits. AID 488922, 2010;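 active = ratio B-score over 3 SD below the library mean, with starting fluorescence within 5 SD of its mean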;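 also: negative B-score means less thallium flux so channel inhibition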
KCNQ1 inh: inhibitors of human KCNQ1 channel, primary screen, cell-based, thallium flux, high-throughput; Potassium voltage-gated channel subfamily KQT member 1 (Homo sapiens), P51787; CHO-K1 KCNQ1, FluxOR thallium flux fluorescence; hits give high values; B-score at 10 µM; 310,000 compounds, 1.3% hits; AID 2642, 2010;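 active = compounds whose thallium flux B-score, printed positive for inhibition, exceeds three library SD while starting fluorescence stays within three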;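 also: channel opened by potassium depolarization with thallium stimulus after 20 min compound exposure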
KCNK3 inh: human KCNK3 channel inhibitors, primary screen, CHO cells, FluxOR thallium flux, B-score; FluxOR fluorescence; hits give low values; AID 602410, 2012; Potassium channel subfamily K member 3 (Homo sapiens), O14649; B-score at 10 µM; 340,000 compounds, 0.84% hits;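 active = B-score under library mean minus 4 SD, starting fluorescence ratio at most library mean plus 5 SD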;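 also: more negative B-score means stronger inhibition of thallium flux through KCNK3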
TRPC4 act: activators of mouse TRPC4 channel, primary screen, Fluo4 calcium, HEK293 TRPC4beta/mu-opioid cells. 310,000 compounds, 0.49% hits. Fluo4 calcium fluorescence; hits give high values. B-score at 10 µM;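 active = B-score above 5 SD of library B-scores, and initial fluorescence ratio not above library mean plus 5 SD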;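 also: positive B-score marks a calcium rise read as TRPC4 activation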
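Assay system: HEK293 cells stably co-expressing mouse TRPC4beta and mu-opioid receptor / Timing: Fluo4 dye loading 45 min at room temperature, 110 s recording / Signal: Fluo4 calcium-sensitive dye fluorescence, kinetic, 1 Hz baseline / Read-out: integrated baseline-normalised fluorescence ratio, converted to per-well B score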
hERG protect: hERG rescue from dofetilide block, primary screen, cell-based, CHO-hERG, FluxOR thallium flux, dofetilide IC70; Voltage-gated inwardly rectifying potassium channel KCNH2 (Homo sapiens), Q12809; dofetilide IC70 present; activation (rescue from dofetilide block), less the hit threshold, % at 10 µM; 310,000 compounds, 0.51% hits;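 active = activation above the mean of controls blocked by dofetilide plus 5 SD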;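 also: thallium influx through hERG after potassium depolarization seen as dye fluorescence rise; in these data hits start at about 4.7%; inactives centre near -7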
Target sequence (Q12809 whole entry, looked up): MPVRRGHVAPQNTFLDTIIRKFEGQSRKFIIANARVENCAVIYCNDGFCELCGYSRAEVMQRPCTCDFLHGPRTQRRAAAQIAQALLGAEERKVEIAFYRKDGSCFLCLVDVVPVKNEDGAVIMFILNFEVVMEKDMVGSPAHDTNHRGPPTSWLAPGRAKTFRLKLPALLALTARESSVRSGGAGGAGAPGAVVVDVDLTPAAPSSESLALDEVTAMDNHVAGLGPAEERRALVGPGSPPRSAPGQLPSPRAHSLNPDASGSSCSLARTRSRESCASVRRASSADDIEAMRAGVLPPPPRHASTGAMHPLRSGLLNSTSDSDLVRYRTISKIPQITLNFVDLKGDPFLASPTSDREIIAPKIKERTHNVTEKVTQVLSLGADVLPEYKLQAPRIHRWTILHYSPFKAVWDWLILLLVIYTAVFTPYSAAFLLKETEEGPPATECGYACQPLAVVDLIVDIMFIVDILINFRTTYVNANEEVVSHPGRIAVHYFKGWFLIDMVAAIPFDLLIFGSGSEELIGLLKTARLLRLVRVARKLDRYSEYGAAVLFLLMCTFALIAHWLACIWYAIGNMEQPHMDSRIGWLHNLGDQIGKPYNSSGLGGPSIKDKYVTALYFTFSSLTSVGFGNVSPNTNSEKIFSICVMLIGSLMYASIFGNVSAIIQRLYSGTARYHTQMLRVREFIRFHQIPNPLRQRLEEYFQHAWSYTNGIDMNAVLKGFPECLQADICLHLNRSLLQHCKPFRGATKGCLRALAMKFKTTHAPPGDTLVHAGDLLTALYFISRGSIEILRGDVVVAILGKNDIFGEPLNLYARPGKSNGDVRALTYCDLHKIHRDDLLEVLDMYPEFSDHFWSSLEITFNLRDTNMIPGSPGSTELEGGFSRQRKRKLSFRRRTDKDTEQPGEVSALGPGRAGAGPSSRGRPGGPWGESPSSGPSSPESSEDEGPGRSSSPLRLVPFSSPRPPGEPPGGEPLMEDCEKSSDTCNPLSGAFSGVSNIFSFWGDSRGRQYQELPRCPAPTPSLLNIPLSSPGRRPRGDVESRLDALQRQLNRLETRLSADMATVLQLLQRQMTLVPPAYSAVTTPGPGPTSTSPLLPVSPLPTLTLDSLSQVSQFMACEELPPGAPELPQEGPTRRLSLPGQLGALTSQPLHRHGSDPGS
DYRK1A inh: rat Dyrk1A kinase inhibitors, primary screen, biochemical, single point, plate reader. ADP-Glo luminescence, NFATc1 peptide. inhibition, % at 12.5 µM. 310,000 compounds, 0.43% hits. Dual specificity tyrosine-phosphorylation-regulated kinase 1A (Rattus norvegicus), Q63470; in the data active = inhibition above about 50%;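 also: plate controls were vehicle with enzyme for no effect and no enzyme for full effect; many of its hits are not listed in these tables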
Platelet DG rel: inhibitors of platelet dense granule secretion, primary screen, cell-based, MLPCN, human platelets; AID 1663, 2009; human platelet-rich plasma, SFLLRN dense granule ATP release, luminescence; 300,000 compounds, 0.22% hits; inhibition, %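 (compounds screened at 7.5 µM in platelet-rich plasma)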;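 active = mean replicate score, as percent of positive control, at or above 50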
PolyA inhibitor: polyadenylation inhibitors in yeast reporter cells, primary screen, luminescence, S. cerevisiae | S. cerevisiae SKY197-pL101 polyadenylation reporter, beta-gal luminescence; efflux-impaired pdr1/pdr3 knockout yeast; score 100 = 6 SD above DMSO | calls only at 12 µM | 300,000 compounds, 0.02% hits | AID 1875, 2009;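 active = lowest replicate activity score at least 50, where 100 means six control SD above control mean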;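 also: yeast exposed to compound for 9 h at 30 °C; higher score means more reporter readthrough which indicates perturbed polyadenylation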
TRPC4 PAM: positive allosteric modulators of TRPC4, primary screen, cell-based, mouse TRPC4beta, HEK293 mu-opioid, Fluo-4 calcium. Short transient receptor potential channel 4 (Mus musculus), Q9QUQ5. DAMGO EC20, Fluo-4 Ca2+ flux; hits give high values. B-score at 10 µM. 310,000 compounds, 0.42% hits. AID 2227, 2009;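 active = B-score of calcium response area above 5 SD of library B-scores, with initial fluorescence ratio within 5 SD of library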;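 also: B-score of integrated fluorescence ratio over time as area under calcium response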
TRPC4 inh: inhibitors of mouse TRPC4 channel, primary screen, Fluo4 calcium, HEK293 TRPC4beta/mu-opioid cells; Short transient receptor potential channel 4 (Mus musculus), Q9QUQ5; DAMGO-evoked Fluo4 calcium flux; hits give low values; B-score at 10 µM; 300,000 compounds, 0.39% hits; AID 2247, 2010;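 active = B-score over 3 SD under the library average, no early fluorescence shift, positive overall ratio signal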
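test system = HEK293 cells with stable TRPC4beta plus mu-opioid receptor expression | detection = Fluo4 Ca2+ flux fluorescence | read-out = integrated fluorescence ratio relative to baseline, converted to per-well B score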
KCNQ1 act: potentiators or activators of KCNQ1 channel, primary screen, cell-based, thallium flux, high-throughput | Potassium voltage-gated channel subfamily KQT member 1 (Homo sapiens), P51787 | CHO-K1 KCNQ1, thallium flux FluxOR fluorescence; hits give high values | B-score at 10 µM | 310,000 compounds, 0.35% hits | AID 2648, 2010;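 active = fluorescence ratio B-score, a plate-corrected score, at least three library SD, with initial intensity B-score within 5 SD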
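assay system = CHO-K1 cells stably expressing KCNQ1 | medium = assay buffer, equal DMSO in all wells | timing = 37 °C overnight plating, 90-min dark dye load, 20-min compound pretreatment | measured by = kinetic FluxOR thallium fluorescence, 10-s 1-Hz baseline, 110-s post-stimulus read | measure = fluorescence change relative to baseline, converted to B score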
The depositor's hits bear a star; i = inactive; nt = not tested or not shown. An excerpt; rates above refer to the full screens.

SMILES	KCNK9 block	KCNQ1 inh	KCNK3 inh	TRPC4 act	hERG protect	DYRK1A inh	Platelet DG rel	PolyA inhibitor	TRPC4 PAM	TRPC4 inh	KCNQ1 act
N#Cc1ccccc1NC(=O)CSc1ccc([N+](=O)[O-])cn1	i	i	i	i	-11	-2	4	i	i	i	i
Fc1cccc(Nc2nc(-c3ccncc3)nc3ccccc23)c1	i	i	i	i	-8	2	1	i	i	i	i
COc1ccccc1C(=O)NCC(=O)OCc1csc(-c2ccccc2)n1	i	i	i	i	-3	16	-1	i	i	i	i
CC(=O)c1c(C)[nH]c(C(=O)Nc2ccccn2)c1C	i	i	i	i	-10	4	1	i	i	i	i
CCN(CC)C(=O)NC(c1ccc(C)c(F)c1)C(Cl)(Cl)Cl (stereo not given)	i	i	i	i	-13	-2	-9	i	i	i	i
O=C(NCC1CCCO1)Nc1cc(Cl)cc(Cl)c1 (stereo not given)	i	i	i	i	-8	3	0	nt	i	i	i
CCN(CCCNC(=O)c1ccc2c(c1)NC(=O)CN2C)c1cccc(C)c1	i	i	i	i	-6	-2	13	i	i	i	i
Brc1ccc(-c2ncc3ccccn23)cc1	i	i	i	i	-4	-2	-2	i	i	i	i
COCCn1c(C)cc(C(=O)COc2nc3ccccc3nc2C)c1C	i	i	i	i	4	-1	-3	i	i	i	i
Cn1nc(C(=O)Nc2ccc3c(c2)OCO3)c2ccccc2c1=O	i	i	i	i	-7	5	-17	i	i	i	i
Cc1cc(N/N=C(/CCC(=O)O)C(=O)O)nc2ccccc12	i	i	i	i	-4	13	-6	i	i	i	i
CC(C)CCOP(=O)(c1ccccc1)c1ccccc1	-6.8*	i	i	i	-7	-2	9	i	i	i	i
COCCCn1c(=O)c2ccccc2n(CC(=O)N2CCCc3ccccc32)c1=O	i	i	i	i	-10	-7	20	i	i	i	i
Cn1c(N)c(S(=O)(=O)NCc2ccc(F)cc2)c(=O)n(C)c1=O	i	i	i	i	-5	5	-3	i	i	i	i
COc1cc(OC)cc(C(=O)NC(C)c2ccc(Br)cc2)c1 (stereo not given)	i	i	i	i	-15	-1	-3	i	i	i	i
COc1ccc(/C=N/Nc2ncnc3sc4c(c23)CCCC4)cc1OC	i	i	i	i	-9	5	0	i	i	i	i
CCC(C)(C)c1ccc(OCCCC[n+]2cccc(C)c2C)c(C(C)(C)CC)c1	-12*	i	i	i	-29	7	4	i	i	i	i
CC(=O)NC(CC(=O)N(C)C1CCCCC1)c1ccccc1 (stereo not given)	i	i	i	i	-4	3	2	i	i	i	i
CN(Cc1ccncn1)C(=O)C1CCC(=O)N(Cc2cccc(C(F)(F)F)c2)C1 (stereo not given)	i	i	i	i	-9	-4	0	i	i	i	i
CON1C(=O)C(=O)N(OC)C(C)(C)C1(C)C	i	i	i	i	-1	-7	14	i	i	i	i
CC1CN(S(=O)(=O)c2ccc(NC(=O)c3ccco3)cc2)CC(C)O1 (stereo not given)	i	i	i	i	-13	1	-3	i	i	i	i
Cc1ccc(S(=O)(=O)N(CC(=O)N2CCOCC2)CC(=O)N2CCOCC2)cc1	i	i	i	i	-1	2	-4	i	i	i	i
CO/N=C\Cc1oc(=O)c(NC(=O)c2ccccc2)cc1C(=O)OC	i	i	i	i	-6	7	11	i	i	i	i
C=CCN=C(NC#N)SCC(=O)NCc1ccccc1	i	i	i	i	-5	15	1	i	i	i	i
OCCC1CN(Cc2ccc(F)cc2Cl)CCN1CCc1ccccc1 (stereo not given)	i	i	i	i	-4	-3	2	i	i	i	i
CCCCn1c(N)c(N(CC(C)C)C(=O)c2cnccn2)c(=O)[nH]c1=O	i	i	i	i	-10	5	-3	i	i	i	i
COc1ccc(C2C(C(N)=O)=C(C)Nc3nc(-c4cccc(Cl)c4)nn32)cc1OC (stereo not given)	i	i	i	i	-8	2	1	i	i	i	i
Cc1ccc(S(=O)(=O)N2CCCCCC2)cc1C(=O)Nc1cccnc1	i	i	i	i	-7	0	3	i	i	i	i
C=CCn1c(COc2ccc(Cl)cc2)nnc1SCc1ccc(C#N)cc1	i	i	i	i	4.8*	-6	2	i	i	i	i
O=C(CSc1nnc(NC(=O)C2CC2)s1)Nc1ccc(F)cc1	i	i	i	i	-19	-12	-5	i	i	i	i
CN(C)S(=O)(=O)N1CCC(Oc2ccc(C(=O)NCCc3cscn3)cc2)CC1	i	i	i	i	-8	-6	-8	i	i	i	i
CCCn1c(NC(=O)c2cccc(S(=O)(=O)N3CCCC3)c2)nc2ccccc21	i	i	i	i	-18	35	-8	i	43*	-6*	i
COc1ccc(Oc2nc(-c3ccccc3)ncc2C(=O)O)cc1	i	i	i	i	-3	-5	4	i	i	i	i
COC(=O)c1ccccc1NC(=O)CCCn1nc([N+](=O)[O-])cc1C	i	i	i	i	-9	-4	2	i	i	i	i
CCN(CC)S(=O)(=O)c1ccc2c(c1)nc(SCC(=O)N(C)C1CCS(=O)(=O)C1)n2CC (stereo not given)	i	i	i	i	-8	-4	4	i	i	i	i
CS(=O)(=O)Nc1ccccc1N=C(c1ccccc1)c1ccccc1	i	i	i	i	-7	-3	-9	i	i	i	i
CCOC(=O)/C(C#N)=C\c1cccnc1	i	i	i	i	-17	-10	1	i	i	i	i
CCOC(=O)c1sc(NC(=O)c2ccc(OC(C)=O)cc2)nc1C	i	i	i	i	-5	nt	nt	nt	i	i	13*
CCC(=O)c1cn(CC(=O)NCc2cccnc2)c2ccccc12	i	i	i	i	-7	-4	11	i	i	i	i
COC(=O)c1ccc(C(=O)OC)c(NC(=S)N2CCC(N3CCCCC3)CC2)c1	i	i	i	i	-7	0	1	i	i	i	i
CCCCNC(=O)/C=C/c1ccc(OC)c(Br)c1	i	i	i	i	-7	7	5	i	i	i	i
Cc1nc(C(=O)N2CCCC(C(=O)c3ccc(Cl)cc3)C2)cs1 (stereo not given)	i	i	i	i	-9	2	11	i	i	i	i
CCOC(=O)c1c(NC(=O)c2ccccc2C)sc2c1CC(C)(C)OC2	i	7*	i	i	-10	-1	3	i	11*	i	i
CC(C)Oc1ccc(CNC(=O)CCC(=O)N2CCSc3ccccc32)cc1	i	i	i	i	-16	6	5	i	i	i	i
Cc1ccc2nc(-c3ccc(NC(=O)C(C)N4C(=O)c5ccccc5C4=O)cc3)sc2c1 (stereo not given)	i	i	i	i	-6	-1	8	i	i	i	i

Exported with bars between the fields: part of the list above.
mol | KCNK9 block | KCNQ1 inh | KCNK3 inh | TRPC4 act | hERG protect | DYRK1A inh | Platelet DG rel | PolyA inhibitor | TRPC4 PAM | TRPC4 inh | KCNQ1 act
COC(=O)c1ccc(C(=O)OC)c(NC(=S)N2CCC(N3CCCCC3)CC2)c1 | i | i | i | i | -7 | 0 | 1 | i | i | i | i
COC(=O)c1ccccc1NC(=O)CCCn1nc([N+](=O)[O-])cc1C | i | i | i | i | -9 | -4 | 2 | i | i | i | i
CCN(CC)S(=O)(=O)c1ccc2c(c1)nc(SCC(=O)N(C)C1CCS(=O)(=O)C1)n2CC (stereo not given) | i | i | i | i | -8 | -4 | 4 | i | i | i | i
CS(=O)(=O)Nc1ccccc1N=C(c1ccccc1)c1ccccc1 | i | i | i | i | -7 | -3 | -9 | i | i | i | i

(continued)
SMILES	KCNK9 block	KCNQ1 inh	KCNK3 inh	TRPC4 act	hERG protect	DYRK1A inh	Platelet DG rel	PolyA inhibitor	TRPC4 PAM	TRPC4 inh	KCNQ1 act
COCCCNC(=O)C(F)(F)C(F)(F)C(=O)NCCCOC	i	i	i	i	-2	-6	-7	i	i	i	i
Cc1cc(C)n(CC(=O)c2cccc(N)c2)n1	i	i	i	i	-6	12	14	i	i	i	i
COc1ccc(C2=NOC(C(=O)NCc3ccccc3)C2)cc1 (stereo not given)	i	i	i	i	-3	-1	7	i	i	i	i
COC(=O)c1ccc(COc2ncnc3ccccc23)o1	i	i	i	i	-5	2	-2	i	i	i	i
N#Cc1ccc(OCC(=O)OCC(=O)Nc2cc(C(F)(F)F)ccc2N2CCOCC2)cc1	i	i	i	i	-9	2	-2	i	i	i	i
Cc1ccc(S(=O)(=O)NCCNC(=O)c2cc(OCC(F)(F)F)ccc2OCC(F)(F)F)cc1	i	i	i	i	-7	0	-10	i	i	i	i
COc1ccc(/C=C/C(=O)NC(=S)NNC(=O)c2cnccn2)cc1	i	i	i	i	-3	nt	1	i	i	i	i
O=C(C1CCC(CNS(=O)(=O)c2cccs2)CC1)N1CCN(c2ccc(F)cc2)CC1 (stereo not given)	i	i	i	i	-5	-3	-20	i	i	i	i
Fc1ccc(N/N=C/c2ccncc2)c(F)c1	i	i	i	i	-4	0	14	i	i	i	i
N#Cc1ccccc1CSc1ccccn1	i	i	i	i	-13	-1	2	i	i	i	i
CCCNc1c(NS(=O)(=O)c2ccc(C)cc2C)c(=O)oc2ccccc12	i	i	i	i	-2	6	0	i	i	i	i
CC(=O)CSc1cc(-c2ccccc2)nc2ncnn12	i	i	i	i	-7	nt	-49	i	i	i	i
CCOC(=O)CNS(=O)(=O)c1ccc2c3c(cccc13)C(=O)N2CC	i	i	i	i	-2	nt	4	i	i	i	i
COc1cccc(NC(=S)N2CCN(C)CC2)c1	i	i	i	i	-11	nt	1	i	i	i	i
O=C(CNC(=O)c1ccc(Cl)cc1)c1ccc(Br)cc1	i	i	i	i	-2	6	-1	i	i	i	i
